Vc quorum ag – inducers of Vibrio cholerae quorum light production without autoinducers, primary screen, BH1578 luxS cqsA deficient, single point; V. cholerae BH1578 lux reporter, luminescence, 6 h; activation, % at 18.7 µM; 350,000 compounds, 0.16% hits; AID 588436, 2011; in the data active = activation mostly above about 9.7%, no sharp cut-off; inconclusive = no clear call, values can overlap the other calls; inactive = mostly below about 3.7%; also: not every result past the cut was called active; inactives centre near 0; reference of the scale not given here
PrPC surface inh – inhibitors of human cell surface prion protein PrPC, primary screen, cell-based, TR-FRET | Major prion protein (Homo sapiens), P04156 | TR-FRET read-out | inhibition, % at 13.8 µM | 370,000 compounds, 0.43% hits | AID 720596, 2013; in the data active = inhibition above about 24%; also: 0% = median of the test wells and 100% = reference compound wells
3CLpro inhibitor – SARS-CoV 3CLpro protease inhibitors, primary screen, biochemical, quenched FRET; inhibition, % at 6 µM; recombinant SARS-CoV 3CLpro, quenched FRET peptide cleavage; Replicase polyprotein 1ab (Severe acute respiratory syndrome coronavirus), P0C6X7; 290,000 compounds, 0.14% hits; in the data active = inhibition above about 12%
Y pestis TopoI – Yersinia pestis topoisomerase I inhibitors, primary screen, biochemical, cleavage product accumulation, plate reader, single point. DNA topoisomerase I (Yersinia pestis CO92). Y. pestis Topo-I cleavage product accumulation. activity, % at 10 µM. 360,000 compounds, 0.064% hits; in the data active = activity above about 50%, passing the limit was not always enough; inconclusive = no clear call, values can overlap the other calls; also: inactives centre near 2
Anthrax LF prot – Bacillus anthracis LF protease inhibitors, primary screen, biochemical, multiplex microsphere, MLPCN library | AID 588501, 2011 | Lethal factor (Bacillus anthracis), P15917 | multiplex microsphere protease cleavage assay | 360,000 compounds, 0.12% hits | inhibition, % at 10 µM; also: plate controls were buffer without enzyme for full effect and enzyme alone for no effect
Target sequence (P15917 whole entry, looked up): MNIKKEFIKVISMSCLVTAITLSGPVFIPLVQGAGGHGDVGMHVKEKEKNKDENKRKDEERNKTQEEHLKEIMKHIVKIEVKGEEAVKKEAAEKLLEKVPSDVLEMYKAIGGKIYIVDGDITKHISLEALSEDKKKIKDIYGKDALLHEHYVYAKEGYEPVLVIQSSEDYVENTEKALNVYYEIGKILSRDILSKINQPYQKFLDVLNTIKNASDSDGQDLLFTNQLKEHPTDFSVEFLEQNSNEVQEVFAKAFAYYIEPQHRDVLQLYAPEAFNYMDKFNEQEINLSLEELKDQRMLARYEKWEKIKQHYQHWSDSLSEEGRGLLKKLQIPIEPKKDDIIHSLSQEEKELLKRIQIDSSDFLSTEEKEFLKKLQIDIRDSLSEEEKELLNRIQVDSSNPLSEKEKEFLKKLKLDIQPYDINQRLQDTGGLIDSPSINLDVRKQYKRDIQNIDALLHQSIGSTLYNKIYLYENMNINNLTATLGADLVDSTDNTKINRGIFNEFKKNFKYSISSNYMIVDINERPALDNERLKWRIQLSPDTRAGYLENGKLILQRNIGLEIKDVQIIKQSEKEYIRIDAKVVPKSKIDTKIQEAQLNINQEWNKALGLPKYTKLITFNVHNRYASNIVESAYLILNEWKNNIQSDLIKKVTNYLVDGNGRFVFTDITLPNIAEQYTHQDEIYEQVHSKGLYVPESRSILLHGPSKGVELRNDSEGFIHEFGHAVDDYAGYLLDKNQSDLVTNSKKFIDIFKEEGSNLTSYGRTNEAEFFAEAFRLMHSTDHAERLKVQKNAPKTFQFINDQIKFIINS
TcdB GH inh – TcdB glycohydrolase inhibitors, primary screen, biochemical, single point, plate reader; inhibition, % at 9.99 µM; TcdB glycohydrolase enzymatic assay; Toxin B (Clostridioides difficile), P18177; 350,000 compounds, 0.24% hits; in the data active = inhibition above about 10%
BoNT A protease – BoNT/A light chain protease inhibitors, primary screen, biochemical, flow cytometry, MLPCN library; inhibition, % at 10 µM; 360,000 compounds, 0.17% hits; multiplex microsphere protease substrate cleavage; also: plate controls were buffer without enzyme for full effect and enzyme alone for no effect
PfHsp40 yeast – rescue of yeast from PfHsp40 toxicity, primary screen, S. cerevisiae, ATP luminescence; AID 504582, 2011; 340,000 compounds, 0.68% hits; S. cerevisiae expressing PfHsp40, growth rescue; growth rescue, % at 12.5 µM; in the data active = growth rescue above about 28%, passing the limit was not always enough; inconclusive = no clear call, values can overlap the other calls;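 also: yeast W303a lacking pdr1 and pdr3 grown in galactose medium; growth measured after three days at 30 °C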
PriA SSB inh – inhibitors of Klebsiella pneumoniae PriA binding to SSB C-terminal tail, primary screen, biochemical, AlphaScreen; AlphaScreen SSBct-PriA binding, biotinylated peptide; inhibition, % at 33 µM; 430,000 compounds, 0.6% hits; in the data active = inhibition mostly above about 37%, no sharp cut-off; inactive = mostly below about 20%;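 also: plate controls were negative control peptide for no effect and reference peptide for full effect; strong numbers were not always called active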
An asterisk follows results filed as active; i = inactive; ? = inconclusive; nt = not tested or not shown; & = joins results of further samples. Rule as the data show it, unless noted: active = inhibition above about 30%; inconclusive = no clear call, values can overlap the other calls; inactive = below that. Some of the compounds tested, so the mix of outcomes need not match the whole.

SMILES	Vc quorum ag	PrPC surface inh	3CLpro inhibitor	Y pestis TopoI	Anthrax LF prot	TcdB GH inh	BoNT A protease	PfHsp40 yeast	PriA SSB inh
CCCC[C@H]1COCCS(=O)(=O)N1Cc1ccc(Br)cc1	-0.4	2	1	26	-6	2.1	0.3	0.6	-22
Cc1[nH]c2ccccc2c1N=Nc1c(C)n(C)n(-c2ccccc2)c1=O	0.7	-4	3	-4	-3	2.6	-0.6	-0.6	7
Cc1ccc(S(=O)(=O)N2CCOCC2)cc1C(=O)OCC(=O)Nc1ccc2[nH]c(=O)[nH]c2c1	-0.4	-3	nt	-13	nt	-2.4	nt	1.2	-8
C/C(=N\NC(=O)c1nn(C)cc1Cl)c1ccncc1	-0.4	0	3	3	4	nt	1.2	-0.8	nt
O=C(NCCc1ccccc1)c1cccc(NC(=O)C2CCCCC2)c1	-1.4	10	nt	9	-13	0.2	0.1	1.8	-19
Cc1ccc(CN2CCN(Cc3cccn3-c3ccccn3)CC2CCO)cc1 (stereo unspecified)	-0.6	-5	4	4	-1	0.5	0.6	-1.8	-1
Cc1cc(C)n(-c2nc(NCCC(C)C)c3c4c(sc3n2)COC(C)(C)C4)n1	i	-5	6	-2	-11	nt	13	-0.7	-11
Cc1nnc(SCC(=O)NNC(=O)COc2ccc(Br)cc2)n1C	i	1	nt	3	0	1.4	-0.8	-0.2	8
C=CCNC(=O)Nc1ccc2nc(C)sc2c1	i	11	-2	10	-12	-1.4	1.7	-0.6	2
CC1=NNC(=O)C1CCC(=O)N/N=C/C(Br)=C/c1ccccc1 (stereo unspecified)	-0.4	-1	3	-2	0	0.0	0.7	0.4	nt
COc1ccc(Nc2ncnc3ccc(C)cc23)cc1	i	5	0	1	-3	0.6	-4.3	-0.1	1
Nc1[nH]n(-c2ccccc2)c(=O)c1N=Nc1ccc2ncsc2c1	4.1	-14	4	-1	-3	1.1	-0.7	1.4	25
O=S(=O)(c1cc(Cl)c(Cl)cc1Cl)N1CCN2CCCC2C1 (stereo unspecified)	i	9	5	-5	-2	0.6	-0.7	2.8	-11
Cn1c(=O)c2cc(S(=O)(=O)NC(C(=O)Nc3cccnc3)c3ccccc3)ccc2n(C)c1=O (stereo unspecified)	-0.3	5	-3	1	-1	0.6	-0.8	6.9	-4
CCc1cc(-c2cnnn2CCc2c[nH]c3ccccc23)ccc1-c1cn(CC(C)C)nn1	-0.4	5	nt	34	-4	2.3	0.0	nt	nt

Look-ups from the results shown:
PriA SSB inh, COc1ccc(Nc2ncnc3ccc(C)cc23)cc1 is entered as 1
BoNT A protease, Cn1c(=O)c2cc(S(=O)(=O)NC(C(=O)Nc3cccnc3)c3ccccc3)ccc2n(C)c1=O (stereo unspecified) is entered as -0.8
PfHsp40 yeast, C/C(=N\NC(=O)c1nn(C)cc1Cl)c1ccncc1 is entered as -0.8
PfHsp40 yeast, Nc1[nH]n(-c2ccccc2)c(=O)c1N=Nc1ccc2ncsc2c1 is entered as 1.4
Anthrax LF prot, CCc1cc(-c2cnnn2CCc2c[nH]c3ccccc23)ccc1-c1cn(CC(C)C)nn1 is entered as -4

Next section
SMILES	Vc quorum ag	PrPC surface inh	3CLpro inhibitor	Y pestis TopoI	Anthrax LF prot	TcdB GH inh	BoNT A protease	PfHsp40 yeast	PriA SSB inh
COc1ccc(Cl)cc1-c1n[nH]c(=S)n1Cc1ccccc1	1.0	1	1	0	0	1.2	?	0.9	1
Cc1nn(Cc2ccccc2Cl)c2sc(C(=O)NC(C)(C)C)cc12	0.7	7	1	20	-6	nt	0.3	2.3	-10
Cn1nnnc1Sc1ncnc2scc(-c3ccc(F)cc3)c12	-0.3	-4	5	1	0	nt	1.1	0.5	-5
Cc1ccc(NC(=O)c2ccc(OCc3c(C)noc3C)cc2)cc1C	-1.7	7	nt	34	2	0.1	-2.6	6.4	-1
O=C(CSc1nc2ccccc2[nH]1)c1ccco1	-0.6	2	-1	-2	-1	nt	1.4	0.8	-7
O=C(CN(C(=O)c1ccco1)c1cccc(F)c1)NCc1ccc(F)cc1	i	3	-2	-6	0	nt	0.2	0.1	-18
Cc1ccccc1NC(=O)NC1CCCCCCC1	i	7	2	-1	?	-0.4	-0.5	-1.2	1
CCOC(=O)N1CCN(c2nc(-c3cccc(OC)c3)cc(C(F)(F)F)n2)CC1	i	2	7	-1	-7	nt	2.1	2.9	-14
Cc1cc(NC(=O)[C@H](C)NC(=O)c2ccco2)ccc1Br	-1.4	1	0	4	3	1.4	-2.2	0.6	-1
CC(C)n1cc(CN2CCN(CCc3ccccc3)C(CCO)C2)cn1 (stereo unspecified)	i	4	2	-4	0	-0.7	-1.6	-1.3	-4
CC1(C)CC(=O)C2=C(C1)OC(N)=C(C#N)C2c1ccc2c(c1)OCO2 (stereo unspecified)	-0.6	-6	-7	4	3	2.5	-4.1	-0.6	-11
COc1ccccc1S(=O)(=O)Cc1ccc(C(=O)NCc2ccc(C)cc2)o1	i	-6	1	7	0	-0.1	-0.7	-0.1	9
CC1(c2nnc(-c3ccncc3)o2)CC(c2c(Cl)cccc2Cl)=NO1 (stereo unspecified)	i	-1	nt	2	-3	0.4	0.5	0.1	-5
COc1cccc(N2C(=O)c3cccnc3C2O)c1 (stereo unspecified)	i	0	-3	-4	20	-0.5	-0.9	-0.3	-2
CCOc1ccc(-n2c(=S)sc3c(=O)n(-c4ccccc4)c(SC)nc32)cc1	-1.4	-4	7	3	-9	3.0	0.4	0.1	-13

Arranged by count of non-hydrogen atoms (smallest number first): some entries from above
SMILES	Vc quorum ag	PrPC surface inh	3CLpro inhibitor	Y pestis TopoI	Anthrax LF prot	TcdB GH inh	BoNT A protease	PfHsp40 yeast	PriA SSB inh
COc1cccc(N2C(=O)c3cccnc3C2O)c1 (stereo unspecified)	i	0	-3	-4	20	-0.5	-0.9	-0.3	-2
COc1ccc(Cl)cc1-c1n[nH]c(=S)n1Cc1ccccc1	1.0	1	1	0	0	1.2	?	0.9	1
CC1(c2nnc(-c3ccncc3)o2)CC(c2c(Cl)cccc2Cl)=NO1 (stereo unspecified)	i	-1	nt	2	-3	0.4	0.5	0.1	-5
O=C(CN(C(=O)c1ccco1)c1cccc(F)c1)NCc1ccc(F)cc1	i	3	-2	-6	0	nt	0.2	0.1	-18
CCOc1ccc(-n2c(=S)sc3c(=O)n(-c4ccccc4)c(SC)nc32)cc1	-1.4	-4	7	3	-9	3.0	0.4	0.1	-13

Going on with the list:
SMILES	Vc quorum ag	PrPC surface inh	3CLpro inhibitor	Y pestis TopoI	Anthrax LF prot	TcdB GH inh	BoNT A protease	PfHsp40 yeast	PriA SSB inh
O=C(NCC(c1ccco1)N1CCCC1)c1ccc(S(=O)(=O)Nc2ccccc2Cl)cc1 (stereo unspecified)	i	-4	nt	1	-1	0.1	-2.8	-0.6	2
CC(=O)Nc1ccc(/C=C(\C#N)C(N)=O)cc1	-0.4	-1	-2	-3	?	-1.1	1.7	0.1	-4
COc1c(C)cccc1C(=O)Nc1ccc(N2CCN(S(C)(=O)=O)CC2)cc1	i	2	2	0	3	nt	1.1	-0.5	-15
CC(C)=CC(=O)Nc1cccc(S(=O)(=O)NC2=NCCCCC2)c1	i	-6	nt	0	9	0.1	0.3	0.8	-2
COc1cccc(C(=O)Nc2cccc(NC(=O)c3ccccc3Cl)c2)c1	i	-2	-2	6	-14	-0.2	-1.2	0.8	7
C[C@H](CO)N1C[C@H](C)[C@@H](CN(C)Cc2ccccc2)Oc2c(NC(=O)C3CCCCC3)cccc2C1=O	i	12	nt	33	-6	-2.2&-2.7	-1.8	0.0	9
OCCC1CN(Cc2cc3c(cc2Cl)OCO3)CCN1C1CCCC1 (stereo unspecified)	i	1	0	-6	-3	0.9	1.2	-2.2	-2
CCOC(=O)c1ccc(S(=O)(=O)N2CCN(CC(=O)NC(=O)NC3CCCCC3)CC2)cc1	-1.7	7	-2	-2	-1	nt	0.8	1.7	1
COc1ccccc1CN1CCC(n2nccc2NC(=O)CCOc2ccccc2)CC1	i	-4	4	1	1	-1.7	-2.8	-0.5	7
Cc1cccc([C@@H]2[C@@H]3C(=O)N(Cc4ccccc4)C(=O)[C@@H]3[C@]3(Cc4ccc(Cl)cc4)C(=O)N(c4ccc(Br)cc4)C(=O)N23)c1	-0.4	-5	-2	-2	-3	1.4	-0.9	1.1	-9
CC(NC(=O)c1ccc(CS(C)(=O)=O)cc1)c1ccc(-n2ccnc2)cc1 (stereo unspecified)	i	-1	-10	0	10	1.1	13	-0.4	-3
COc1cc(F)ccc1CN1CCC(C(=O)Nc2ccc(Oc3ccccc3)nc2)CC1	-1.2	-13	-3	0	0	0.9	0.1	-0.3	3
NC(=O)c1nsc(C(=O)N(Cc2ccco2)C(C(=O)NCc2ccccc2)c2ccc(O)cc2)c1N (stereo unspecified)	-0.2	-17	0	-1	2	1.6	1.1	-1.3	-5
CCCc1nnc(SCC(=O)N2C(C)CCCC2C)n1CCCOC (stereo unspecified)	-0.2	-1	7	6	-2	nt	-0.8	-0.9	-7
CCc1noc(C)c1C(=O)N1CCN(S(=O)(=O)c2c(C)c(C)cc(C)c2C)CC1	i	12	nt	2	1	1.2	5.8	-0.8	7
CCCc1[nH]nc2c1C(c1cccc(OC)c1)C(C#N)=C(N)O2 (stereo unspecified)	0.7	-2	4	-10	nt	nt	nt	0.1	-6
CCCC1=[N+](CC(=O)c2ccccc2)CCn2c(C)ccc21	0.6	-6	0	-5	-2	nt	3.3	-0.9	5
Cc1c(C(=O)N2CCCC2)sc(NC(=O)c2ccccc2)c1C#N	i	-5	8	-5	-2	nt	0.9	0.0	-3
CCN(CC(=O)NC1CCS(=O)(=O)C1)S(=O)(=O)c1cc(C)ccc1C (stereo unspecified)	-0.4	2	nt	-4	nt	-1.1	nt	-0.6	-11
C[N+](C)(C)CCN(Cc1ccc(Cl)cc1)c1ccccn1	-1.3	8	2	-1	1	nt	-0.6	0.5	-8
CCOC(=O)c1[nH]c(C)c(/C(O)=C2\C(=O)C(=O)N(CCCN3CCOCC3)C2c2cccs2)c1C (stereo unspecified)	-1.2	11	2	3	-7	0.8	?	-0.8	nt
CC(=O)c1c(C)[nH]c(C(=O)OCc2cc(=O)n3cc(Br)ccc3n2)c1C	i	-4	nt	-11	-2	-1.2	-1.8	-1.1	5
O=c1cccc2n1CC1CC2CN(CC(O)CN2CC3CC(C2)c2cccc(=O)n2C3)C1 (stereo unspecified)	i	5	6	2	3	0.2	0.5	-0.7	-1
COc1nnc(-c2ccc(N3CCCCC3)c(NC(=O)C3CCCCC3)c2)c2ccccc12	-0.4	-2	3	5	4	nt	-5.3	0.1	-3
O=C(O)C(NC(=O)C1CCCN1C(=O)OCc1ccccc1)c1ccccc1 (stereo unspecified)	-1.0	-1	2	2	-2	0.9	-1.5	-0.7	8

Results in 3CLpro inhibitor, TcdB GH inh and PrPC surface inh, for three of the compounds above:
SMILES | 3CLpro inhibitor | TcdB GH inh | PrPC surface inh
C[C@H](CO)N1C[C@H](C)[C@@H](CN(C)Cc2ccccc2)Oc2c(NC(=O)C3CCCCC3)cccc2C1=O | nt | -2.2&-2.7 | 12
OCCC1CN(Cc2cc3c(cc2Cl)OCO3)CCN1C1CCCC1 (stereo unspecified) | 0 | 0.9 | 1
CCOC(=O)c1ccc(S(=O)(=O)N2CCN(CC(=O)NC(=O)NC3CCCCC3)CC2)cc1 | -2 | nt | 7

Compound activity from PubChem BioAssay.
